# proKLK7 act: activates the human kallikrein-7 zymogen. P49862. purified proKLK7, EDANS-DABCYL substrate fluorescence; 100% is mature enzyme control, 0% vehicle. activation, % at 7 µM. 0.9% of 370,000 active;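 active = activation above the mean of all tested compounds plus 3 SD, computed per campaign excluding outliers beyond control limits, cut at about 13% in these data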
# Target sequence (P49862 whole entry, looked up): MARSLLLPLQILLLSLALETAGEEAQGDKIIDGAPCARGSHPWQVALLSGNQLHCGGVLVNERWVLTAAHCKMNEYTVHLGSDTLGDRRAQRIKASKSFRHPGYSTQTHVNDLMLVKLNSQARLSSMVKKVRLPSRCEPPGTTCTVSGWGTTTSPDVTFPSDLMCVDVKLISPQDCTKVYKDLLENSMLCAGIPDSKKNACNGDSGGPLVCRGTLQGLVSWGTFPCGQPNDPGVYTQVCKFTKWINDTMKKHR
# ARFGAP1 inh: inhibitors of rat ARFGAP1; Arfgap1-stimulated ARF1 GTP hydrolysis, GDP FP detection; inhibition, % at 16.5 µM; 0.26% of 360,000 active;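 active = inhibition above a per-plate limit, mean inhibition of low control wells plus 3 SD, cut at about 25% in these data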;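 note: 0% = DMSO wells with enzyme and 100% = wells lacking Arfgap1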
#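 material = rat Arfgap1 catalytic domain, aa 1-136 | also added = human ARF1(Δ1-17)-GTP substrate | compound dosing = one concentration, 16.5 µM, DMSO 1.26% | times = GTP hydrolysis reaction 2 h at 25 °C | measured by = FP, GDP Alexa 633 tracer displaced from anti-GDP antibody, 620/688 nm | evaluation = percent inhibition of Arfgap1-stimulated GTP hydrolysis | replication = single well per compound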
# ADAM10 inh: inhibitors of human ADAM10 | 0.62% of 370,000 active | recombinant ADAM10, EDANS/DABCYL FRET peptide cleavage, 3 h | O14672 | inhibition, % at 7 µM;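 active = inhibition above a per-campaign cutoff equal to the mean of compounds falling between control-based bounds plus 3 SD, cut at about 20% in these data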;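 note: 0% = DMSO wells while the 100% control is not disclosed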
# LEDGF integ inh: blocks HIV-1 LEDGF/p75-dependent DNA integration; TR-FRET IN-LEDGF/p75 DNA integration, Eu/Cy5; inhibition, % at 3.7 µM; 0.64% of 370,000 active;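 active = inhibition above the screen-wide mean plus 3 SD, cut at about 13% in these data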;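 note: signal is the Cy5 over europium emission ratio at 671 and 618 nm; 0% = plate median of compound wells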
# TDP2 inh: TDP2 (human) inhibition, absorbance primary screen; 0.34% of 370,000 active; recombinant TDP2, T5PNP hydrolysis, p-nitrophenol absorbance 415 nm; inhibition, % at 12.8 µM;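 active = inhibition above the mean of all tested compounds plus 3 SD, set per campaign, cut at about 25% in these data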;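 note: 0% = DMSO with enzyme and 100% = buffer with substrate but no TDP2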
# Target sequence (O95551 whole entry, looked up): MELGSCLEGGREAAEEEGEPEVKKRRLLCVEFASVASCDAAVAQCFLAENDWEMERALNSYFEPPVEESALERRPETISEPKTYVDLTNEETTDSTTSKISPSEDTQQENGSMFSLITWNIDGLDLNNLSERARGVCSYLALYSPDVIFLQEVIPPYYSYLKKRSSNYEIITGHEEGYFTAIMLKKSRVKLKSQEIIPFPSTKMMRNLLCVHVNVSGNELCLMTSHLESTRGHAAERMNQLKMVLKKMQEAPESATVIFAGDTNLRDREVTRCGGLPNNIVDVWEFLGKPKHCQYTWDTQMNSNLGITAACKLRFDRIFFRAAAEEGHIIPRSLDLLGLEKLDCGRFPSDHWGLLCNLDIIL
#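 Read-out basis: percent inhibition. System: recombinant human TDP2. Buffer or medium: Mg2+-containing Tris-HCl buffer, pH 7.5. Repeats: single replicate. Timing: reaction 2 h, 37 °C. Benchmarks: high control without enzyme, low control DMSO plus TDP2. Probe or stimulus: 5 mM T5PNP. Doses: 12.8 µM only. Measured by: epi absorbance of p-nitrophenol freed from T5PNP by hydrolysis.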
# PLC-gamma1 inh: blocks human PLC-gamma1 enzyme activity | 0.84% of 370,000 active | purified PLC-gamma1, fluorogenic substrate, fluorescence | P19174 | inhibition, % at 12.2 µM; in the data active = inhibition above about 9.5%
# ADAM17 inh: ADAM17 inhibition, QFRET primary screen; P78536; recombinant ADAM17, EDANS/DABCYL FRET peptide cleavage; inhibition, % at 6.95 µM; 0.83% of 370,000 active;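 active = inhibition above the mean of compounds lying between control limits plus 3 SD, set per campaign, cut at about 8.5% in these data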;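 note: 0% = DMSO-only wells as the low control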
# Tn6 DDE FP: inhibitors of Tn6 peptide binding to human fibrin DD(E); P02675; Fibrin DD(E) TRITC-Tn6 fluorescence polarization displacement; inhibition, % at 8.3 µM; 0.21% of 370,000 active; AID 720509;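 active = inhibition above a per-campaign cutoff: mean of compounds within control limits plus 3 SD, cut at about 15% in these data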;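 note: 0% = median of all compound wells on the plate and 100% = blocking peptide control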
# ASAP1 GAP inh: blocks human ASAP1-stimulated Arf1 GTP hydrolysis; Q9ULH1; GDP FP detection; inhibition, % at 16.5 µM; 0.19% of 360,000 active; in the data active = inhibition above about 25%;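 note: 0% = vehicle with enzyme and substrate and 100% = no enzyme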
# Target sequence (Q9ULH1 325-724 limits assumed): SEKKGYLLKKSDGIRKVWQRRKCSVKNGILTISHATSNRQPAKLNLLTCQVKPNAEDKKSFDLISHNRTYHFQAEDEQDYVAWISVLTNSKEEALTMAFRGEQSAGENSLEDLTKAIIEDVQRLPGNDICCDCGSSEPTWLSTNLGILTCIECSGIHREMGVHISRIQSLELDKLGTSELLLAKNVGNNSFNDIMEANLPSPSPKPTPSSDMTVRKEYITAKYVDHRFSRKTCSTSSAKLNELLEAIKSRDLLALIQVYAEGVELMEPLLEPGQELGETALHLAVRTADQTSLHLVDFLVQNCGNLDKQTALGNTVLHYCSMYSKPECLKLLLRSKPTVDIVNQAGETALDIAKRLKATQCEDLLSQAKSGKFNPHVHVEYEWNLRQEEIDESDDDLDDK
# Tn7 DDE FP: disrupts Tn7 cyclic peptide binding to fibrin D-Dimer-E complex | inhibition, % at 8.3 µM | P02675 | 0.13% of 370,000 active | AID 720508 | FP displacement of FITC-Tn7 peptide from fibrin DD(E); 0% = median of compound wells per plate;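 active = inhibition above the mean of compounds falling within the control limits plus 3 SD of them, cut at about 14% in these data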;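 note: 0% = plate median of compound wells and 100% = 10 µM Aha-Tn7 peptide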
#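 assay system = human clot-derived fibrin DD(E) complex | quantity = Fibrin-DD(E) at 2 µM final | timing = 10 min preincubation, 3 h with tracer, room temperature | signal = fluorescence polarization | measure = percent inhibition | benchmarks = high control wells with 10 µM unlabelled Aha-Tn7 peptide (full inhibition) | replicates = singlicate testing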
# Numbers without * were called inactive; i = inactive.
# Each structure is followed by: proKLK7 act	ARFGAP1 inh	ADAM10 inh	LEDGF integ inh	TDP2 inh	PLC-gamma1 inh	ADAM17 inh	Tn6 DDE FP	ASAP1 GAP inh	Tn7 DDE FP
1. COc1ccc(-c2cc(C(=O)NCc3ccccc3)no2)cc1OC
    0.0	6	2	0	7	2	-4	-3	3	-2
2. CN(C)c1ccc(C=C2C=CC=C2)cc1
    0.4	-3	0	2	5	-4	-4	-5	1	5
3. CCSc1ccc(/C(N)=N/OC(=O)c2cccs2)cn1
    -0.9	9	5	0	8	0	-3	5	5	3
4. CC(C)c1ccc(/C=C2\SC(N3CCCC3)=NC2=O)cc1
    -0.2	2	0	2	-16	8	-4	-8	-6	-2
5. Cn1nccc1CNC(=O)c1ccnn1C
    -0.7	14	3	3	-1	2	5	-4	17	-3
6. O=C(Cc1ccc(F)cc1)N/N=C/c1ccccn1
    -0.2	1	2	3	4	0	-2	1	-5	-1
7. CC(C)NC(=O)c1ccc(-c2ccccc2C(F)(F)F)o1
    0.7	0	3	-3	0	1	-1	9	-9	7
8. O=S1(=O)CCN(Cc2ccc(F)cc2)CC1
    -0.2	-4	-11	-4	-2	-2	-3	-2	-6	-2
9. CCn1c(SCC(=O)Nc2nccs2)nnc1-c1ccc(S(=O)(=O)N2CCCCCC2)cc1
    0.8	4	-3	-6	-2	-1	-1	5	-6	4
10. CN1C(=O)C(O)(CC(=O)c2ccc3c(c2)OCO3)c2ccccc21 (configuration not stated)
    -0.7	5	-2	-5	-3	1	0	6	-4	-5
11. COc1ccc(CN2C(=O)C(CC(=O)NCCCN(C)C)CC(C(=O)N3CCCCCC3)=C2C)cc1 (configuration not stated)
    0.4	-6	5	1	-3	1	-3	7	-4	-1
12. CCOc1ccccc1NS(=O)(=O)c1ccc(Br)s1
    0.1	1	6	1	-5	1	1	-3	1	0
13. CC(OC(=O)c1ccc(NS(=O)(=O)c2ccc3[nH]c(=O)[nH]c3c2)cc1)C(N)=O (configuration not stated)
    -0.2	1	9	-3	-14	0	2	-5	-12	-3
14. Cn1nc(C(C)(C)C)cc1N1C(=O)CCC1(C)C(=O)NC1CCCC1 (configuration not stated)
    0.6	-9	-13	-1	7	0	-5	1	6	1
15. COc1ccc(C2c3ccc4ccccc4c3Oc3ncn4nc(Cc5ccccc5)nc4c32)cc1OC (configuration not stated)
    0.5	6	5	-4	-3	2	-3	-5	5	7
16. Cc1ccc2nc(-c3cccc(S(=O)(=O)N(C)C)c3)cn2c1
    0.0	12	-52	2	-2	-68	-22	1	-8	4
17. Cc1ccc(CN(C)C(=O)COc2ccc(S(=O)(=O)N3CCCC3)cc2[N+](=O)[O-])c(C)c1
    0.7	-11	6	-2	3	4	1	8	-4	1
18. CC(C)(C)C1COc2ccccc2N1C(=O)c1cccc(Cl)c1 (configuration not stated)
    -0.2	2	8	-7	-17	-1	-9	-3	-4	0
19. NC(=O)CC(NC(=O)Cc1ccc(Cl)cc1)c1ccc(N2CCN(c3ccccn3)CC2)c([N+](=O)[O-])c1 (configuration not stated)
    0.7	13	1	-1	11	0	-2	-9	-5	-2
20. COc1ccc(CCNC(=O)COC(=O)c2ccc[nH]c2=O)cc1
    -1.1	2	-9	0	-4	5	-1	-1	-12	2
21. COc1cc(C(N)=O)cc(Br)c1OC
    -0.9	4	2	-1	-5	3	1	-7	11	6
22. COc1ccccc1OCC(=O)N(Cc1nc(-c2ccccc2)no1)C(C)C
    0.1	8	1	5	1	0	0	-5	-6	-1
23. COc1ccc(C(=O)NCCSCc2ccc(Cl)cc2)cc1OC
    0.4	6	-1	1	11	0	-3	2	14	-3
24. Cc1cccnc1NC(=O)CCNC(=O)c1ccc(Cl)cc1
    0.0	-6	-2	1	20	3	-2	2	2	-2
25. CCOC(=O)c1c(P(=O)(N2CCOCC2)N2CCOCC2)noc1N
    0.3	3	0	0	1	-1	-2	-3	-2	0
26. NS(=O)(=O)c1ccc(N2C(=O)C3CC=CCC3C2=O)cc1 (configuration not stated)
    1.1	4	-3	3	7	0	-3	-2	17	2
27. Cc1cccc(-c2nc(CS(=O)CC(=O)NCCc3ccc(Cl)cc3)c(C)o2)c1 (configuration not stated)
    -0.1	-3	2	-4	-7	-3	3	5	-12	-3
28. O=C(NC1CCCN(c2ccc(C(F)(F)F)cn2)C1)c1ccnc(Cl)c1 (configuration not stated)
    -0.1	-5	2	2	-4	-2	0	5	3	-1
29. CCOCC(=O)Nc1nc2ccccc2s1
    -0.1	9	6	-1	9	1	-5	3	-3	8
30. COc1ccc(Cl)cc1NC(=O)C(OC)c1ccccc1 (configuration not stated)
    0.0	-4	3	-5	5	0	-2	-5	-2	-1
31. Cn1cc([N+](=O)[O-])c(C(=O)Nc2ccc(Br)cn2)n1
    -0.4	12	-10	-6	-8	0	0	-2	-5	0
32. Cc1ccc(C(=O)N[C@H](C(=O)OCc2cc(=O)oc3cc(C)ccc23)C(C)C)cc1
    0.1	1	0	0	1	-1	-2	5	-1	-8
33. O=C(c1cccc(F)c1)N1CCN(c2ccc([N+](=O)[O-])c(N3CCOCC3)c2)CC1
    -0.3	4	7	-5	-17	2	3	9	6	2
34. CCCCNc1ccccc1C(=O)OCC(=O)Nc1ccc(S(N)(=O)=O)cc1
    -155	5	i	3	-6	-356	-253	7	5	-6
35. O=C(NCc1ccccc1)Nc1cccn(Cc2ccc(Cl)cc2)c1=O
    -0.1	-1	-6	0	5	-4	-2	0	0	-1
36. CC1ON=C(c2cccc3ccccc23)N(C)C1=O (configuration not stated)
    0.2	12	1	3	-8	4	1	3	-8	-3
37. Cc1nc(N2CCN(c3ccccn3)CC2)c2c(C)c(C(=O)Nc3ccc(Br)cc3C)sc2n1
    1.2	-9	6	1	6	-2	2	0	-21	1
38. CC(C)C(=O)NNC(=O)CSc1nc(C2CCCCC2)nc2ccccc12
    0.2	14	-5	1	-1	6	7	-2	6	-2
39. C[C@]12CC[C@H](O)CC1=CCC1C2CC[C@@]2(C)C1CC[C@@H]2NC(=O)[C@@H](N)Cc1ccccc1 (some centres not stated)
    0.0	10	-4	4	-11	6	-4	0	-14	4
40. Cc1cc(C)nc(SCC(=O)OCC(=O)Nc2ccccc2)n1
    0.5	10	-6	-2	-5	1	-1	6	4	4
41. CCOc1[nH]n(-c2ccccc2)c(=O)c1C=Nc1ccc(OC)cc1
    0.6	2	-3	2	-4	0	0	-1	-3	3
42. Cc1ccccc1NC(=O)c1ccc([N+](=O)[O-])o1
    -0.3	-12	6	4	-4	5	1	1	-1	-2
43. CCOc1cccc2c1OC1(C)CC2NC(=O)N1c1cccc(Cl)c1 (configuration not stated)
    -0.5	-14	2	-2	-4	-5	3	3	-12	-5
44. CCCn1c2ccccc2c2cnn(CC(=O)NC3CCN(Cc4ccccc4)CC3)c(=O)c21
    0.5	-12	-51	-2	-6	-8	-17	2	5	4
45. CC(C)CC(N)c1csc(NC(=O)NCCc2ccccc2)n1 (configuration not stated)
    0.6	-2	-20	4	2	6	0	2	7	3
46. CCOC(=O)c1ccc(N2C(=O)C3CCOc4ccccc4C32)cc1 (configuration not stated)
    0.0	3	3	0	-6	3	5	3	-8	-4
47. CCCN(CCC)CCCNC(=O)c1ccc(CS(=O)(=O)c2c(Cl)cccc2Cl)o1
    -0.4	2	5	5	-4	-3	2	9	-3	4
48. COc1ccccc1C(=O)NCCC(=O)N(C)Cc1ccc(C)o1
    0.1	12	-15	-3	-2	0	-6	-1	-8	-1
49. Cc1cc2nc(C3CCN(C(=S)NCC(C)C)CC3)[nH]c2cc1C
    -0.2	3	-3	-2	-11	1	-1	-4	-12	-4
50. CCOC(=O)c1c(Nc2ccc(OC)cc2)n[nH]c1C
    0.5	-5	-6	-3	2	1	-1	-1	5	0
51. C[C@H]1CN([C@@H](C)CO)C(=O)Cc2cc(NC(=O)Cc3ccccc3)ccc2O[C@H]1CN(C)C(=O)Nc1cccc2ccccc12
    -1.6	-3	-68	-2	-12	-30	-15	-6	0	-4

# Compounds listed so far containing an aryl methoxy group, in the order listed:
# Each structure is followed by: proKLK7 act	ARFGAP1 inh	ADAM10 inh	LEDGF integ inh	TDP2 inh	PLC-gamma1 inh	ADAM17 inh	Tn6 DDE FP	ASAP1 GAP inh	Tn7 DDE FP
1. COc1ccc(-c2cc(C(=O)NCc3ccccc3)no2)cc1OC
    0.0	6	2	0	7	2	-4	-3	3	-2
11. COc1ccc(CN2C(=O)C(CC(=O)NCCCN(C)C)CC(C(=O)N3CCCCCC3)=C2C)cc1 (configuration not stated)
    0.4	-6	5	1	-3	1	-3	7	-4	-1
15. COc1ccc(C2c3ccc4ccccc4c3Oc3ncn4nc(Cc5ccccc5)nc4c32)cc1OC (configuration not stated)
    0.5	6	5	-4	-3	2	-3	-5	5	7
20. COc1ccc(CCNC(=O)COC(=O)c2ccc[nH]c2=O)cc1
    -1.1	2	-9	0	-4	5	-1	-1	-12	2
21. COc1cc(C(N)=O)cc(Br)c1OC
    -0.9	4	2	-1	-5	3	1	-7	11	6
22. COc1ccccc1OCC(=O)N(Cc1nc(-c2ccccc2)no1)C(C)C
    0.1	8	1	5	1	0	0	-5	-6	-1
23. COc1ccc(C(=O)NCCSCc2ccc(Cl)cc2)cc1OC
    0.4	6	-1	1	11	0	-3	2	14	-3
30. COc1ccc(Cl)cc1NC(=O)C(OC)c1ccccc1 (configuration not stated)
    0.0	-4	3	-5	5	0	-2	-5	-2	-1
41. CCOc1[nH]n(-c2ccccc2)c(=O)c1C=Nc1ccc(OC)cc1
    0.6	2	-3	2	-4	0	0	-1	-3	3
48. COc1ccccc1C(=O)NCCC(=O)N(C)Cc1ccc(C)o1
    0.1	12	-15	-3	-2	0	-6	-1	-8	-1
50. CCOC(=O)c1c(Nc2ccc(OC)cc2)n[nH]c1C
    0.5	-5	-6	-3	2	1	-1	-1	5	0
